Screens from PubChem.
PLAP act: human PLAP activation; purified PLAP enzyme, luminescent substrate read-out; stronger effect = higher value; activation fold at 20 µM; 96,000 tested, 1.2% active; AID 696; in the data active = activation fold above about 2
Plk1 PBD FP: blocks phosphopeptide binding to human Plk1 polo box domain; AID 693; inhibition, %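 (tested at about 20 µM)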; 97,000 tested, 0.13% active; Plk1 PBD phosphopeptide binding, fluorescence polarization; in the data active = inhibition above about 34%, passing the limit was not always enough
CYP2C9 inhib: inhibitors of human CYP2C9; P11712; CYP2C9 Supersomes, luciferin-H conversion, luminescence; inhibition, % at 5 µM; 96,000 tested, 20% active;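 active = blocking of liver enzyme CYP2C9 beyond about 50% at 5 µM, limit read from the data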; also: values of inactives mirror those of a sister screen read the other way
Target sequence (P11712 whole entry, looked up): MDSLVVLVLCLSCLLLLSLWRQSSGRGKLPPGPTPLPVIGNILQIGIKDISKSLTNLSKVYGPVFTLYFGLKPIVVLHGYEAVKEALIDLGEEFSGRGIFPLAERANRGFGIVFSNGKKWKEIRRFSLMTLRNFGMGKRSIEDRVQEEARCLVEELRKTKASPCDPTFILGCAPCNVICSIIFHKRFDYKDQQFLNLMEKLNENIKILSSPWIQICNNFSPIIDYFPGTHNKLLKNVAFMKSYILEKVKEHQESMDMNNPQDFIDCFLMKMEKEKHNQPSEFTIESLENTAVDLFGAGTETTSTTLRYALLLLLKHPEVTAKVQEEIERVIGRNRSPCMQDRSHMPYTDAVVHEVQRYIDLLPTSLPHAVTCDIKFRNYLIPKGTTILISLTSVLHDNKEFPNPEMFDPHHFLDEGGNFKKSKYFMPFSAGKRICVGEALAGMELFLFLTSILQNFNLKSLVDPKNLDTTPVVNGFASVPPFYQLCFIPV
PLK1 kinase inh: blocks human PLK1 kinase activity; inhibition, % at 10 µM; 97,000 tested, 0.53% active; recombinant PLK1 kinase, TR-FRET peptide phosphorylation; AID 619; P53350;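 active = inhibition of 50% or more in the single-concentration screen; inactive = inhibition below 50%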;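 also: 0% = DMSO max control and 100% = H-89 dihydrochloride min control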
EphB4 antag: EphB4-ephrin-B2 interaction antagonism; 97,000 tested, 0.15% active; EphB4 LBD / TNYL-RAW-Alexa532 peptide, fluorescence polarization; P54760; inhibition, % at 7 µM;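 active = inhibition above the screen-wide mean inhibition plus 3 SD, cut at about 15% in these data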;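 also: 0% = DMSO wells and 100% = excess unlabeled TNYL-RAW peptide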
Rev-RRE block: disrupts HIV-1 Rev binding to RRE RNA | P05866 | Rev peptide-RRE RNA binding, FRET | inhibition, % at 8 µM | 97,000 tested, 0.79% active | AID 704;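 active = inhibition above the screen-wide mean plus 3 SD, cut at about 35% in these data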;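 also: 0% = median DMSO wells and 100% = median Neomycin B control wells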
Target sequence (P05866 whole entry, looked up): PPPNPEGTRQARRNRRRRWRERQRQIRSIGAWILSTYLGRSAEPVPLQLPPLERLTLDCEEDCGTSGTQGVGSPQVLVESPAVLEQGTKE
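Test system – labelled RRE RNA duplex and labelled Rev peptide · Reagent – labelled Rev peptide · Doses – one concentration, 8 µM nominal · Incubation – 5 + 15 min at 25 °C · Signal – FRET fluorescence readout · Read-out basis – % inhibition of FRET ratio versus controls · Control set – DMSO wells as 0% and neomycin B wells as 100% inhibition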
CYP2C9 act: increases human cytochrome P450 2C9 activity; P11712; recombinant CYP2C9, luciferin-H conversion, luminescence; stronger effect = higher value; factor 1 = untreated enzyme, 0 = blocked; activation factor at 5 µM; 96,000 tested, 1.4% active; AID 1024;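 active = activation factor of 2 or more for CYP2C9 at a 5 µM dose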;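 also: 0 = sulfaphenazole-blocked wells and 1 = vehicle-only wells; values of inactives mirror those of a sister screen read the other way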
CYP2C19 act: activators of human cytochrome P450 2C19; P33261; recombinant CYP2C19, luciferin-H EGE luminescence; stronger effect = higher value; 0 = fully inhibited enzyme, 1 = untreated enzyme; activation factor at 5 µM; 96,000 tested, under 10 active; AID 1025;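 active = activation factor of at least 2 at 5 µM in the primary screen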;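 also: 0 = wells with 2.5 mM tranylcypromine and 1 = vehicle-only wells; values of inactives mirror those of a sister screen read the other way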
Target sequence (P33261 whole entry, looked up): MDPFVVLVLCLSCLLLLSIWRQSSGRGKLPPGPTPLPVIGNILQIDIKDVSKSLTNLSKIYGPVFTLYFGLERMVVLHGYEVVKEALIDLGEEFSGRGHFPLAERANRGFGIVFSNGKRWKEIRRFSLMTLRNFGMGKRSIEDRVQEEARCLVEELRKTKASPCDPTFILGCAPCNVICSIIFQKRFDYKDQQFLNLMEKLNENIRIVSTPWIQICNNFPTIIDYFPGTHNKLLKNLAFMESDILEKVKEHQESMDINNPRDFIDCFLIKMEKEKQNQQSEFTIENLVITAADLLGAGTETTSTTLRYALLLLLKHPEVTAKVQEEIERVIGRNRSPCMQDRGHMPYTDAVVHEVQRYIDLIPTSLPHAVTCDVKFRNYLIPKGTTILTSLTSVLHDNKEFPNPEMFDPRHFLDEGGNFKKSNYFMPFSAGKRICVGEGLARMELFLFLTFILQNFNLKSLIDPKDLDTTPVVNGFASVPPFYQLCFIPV
CYP2C19 inh: human CYP2C19 inhibition; P33261; CYP2C19 Supersomes, luciferin-H EGE luminescence, 30 min; inhibition, % at 5 µM; 96,000 tested, 21% active; AID 778;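 active = CYP2C19 inhibition above a set limit at 5 µM in the primary screen, cut at about 50% in these data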;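 also: plate controls were negative control wells for no effect and 2.5 mM tranylcypromine positive control for full effect; values of inactives mirror those of a sister screen read the other way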
* hit, by the source's call; / = not tested or not shown; [ ] = another dose, or the depositor's remark. An unsorted share of the library; 29% or so of the library scored in one or more.

The opening two records, to show the layout:
SMILES	PLAP act	Plk1 PBD FP	CYP2C9 inhib	PLK1 kinase inh	EphB4 antag	Rev-RRE block	CYP2C9 act	CYP2C19 act	CYP2C19 inh
CCC(Sc1nnc(C)s1)C(=O)Nc1nccs1 (stereo unspecified)	1	/	25	/	/	/	0.8	0.6	35
COc1ccccc1-c1c(C)oc2cc(OC(=O)c3ccco3)ccc2c1=O	1	-13	55*	-7	-2	6	0.4	0.4	64*

The listing (from the top)
SMILES	PLAP act	Plk1 PBD FP	CYP2C9 inhib	PLK1 kinase inh	EphB4 antag	Rev-RRE block	CYP2C9 act	CYP2C19 act	CYP2C19 inh
CCC(Sc1nnc(C)s1)C(=O)Nc1nccs1 (stereo unspecified)	1	/	25	/	/	/	0.8	0.6	35
COc1ccccc1-c1c(C)oc2cc(OC(=O)c3ccco3)ccc2c1=O	1	-13	55*	-7	-2	6	0.4	0.4	64*
COc1cccc(NC(=O)c2ccc(-n3cccn3)nc2)c1	0.8	10	22	-2	2	6	0.8	0.8	18
CCOC(=O)c1[nH]c2ccc(OC)cc2c1C	0.9	-16	30	-6	-1	6	0.7	0.6	39
CCOC(=O)C1=C(C)NC(C)=C(C(=O)OCC)C1C(=O)OCC(=O)N1CCC(C)CC1	1.2	5	35	-3	10	5	0.7	0.9	12
CN(C)c1ccc(/C=C2\NC(=S)N(Cc3ccccc3)C2=O)cc1	0.9	-235	66*	-52	2	136*[fluorescence artefact?]	0.3	0.4	58*
COC(=O)c1nnc(-c2ccccc2)nc1OC	0.8	-10	10	-6	-1	1	0.9	0.9	9
CC(=O)N1CCc2cc(S(=O)(=O)NCCCOC(C)C)ccc21	0.8	-16	9	-31	2	9	0.9	0.9	15
COc1ccccc1CO/N=C/NC(=O)c1c(OC)ccnc1Oc1ccc(F)cc1	1.3	-5	77*	3	-1	6	0.2	0	97*
COc1ccc(CNC(=O)C2C3C=CC4(CN(Cc5cccnc5)C(=O)C24)O3)cc1 (stereo unspecified)	1.1	-22	16	-12	2	2	0.8	0.8	20
O=C(Nc1cnc2ccccc2c1)c1cccc(-n2cnnn2)c1	1.2	20	8	-8	7	6	0.9	0.9	5
O=C(O)/C=C/C(=O)NNC(=O)c1ccccc1Br	1.1	-12	11	-13	-3	4	0.9	1	0
CCOC(=O)c1[nH]c2cc(OC)c(OC)cc2c1NC(=O)CN1CCN(C)CC1	1.6	-2	36	-16	-8	1	0.6	1	2
CCCCc1nc2ccccc2c(NC(=O)CN2CCCC2)c1CCC	/	6	/	-7	-7	0	/	/	/
CCOc1cccc(C(=O)N(Cc2ccco2)C2CCS(=O)(=O)C2)c1 (stereo unspecified)	/	13	/	-2	2	3	/	/	/
CCOc1ccc(N2C(=O)CC(SC(=NC)Nc3ccc(F)cc3)C2=O)cc1 (stereo unspecified)	/	-7	/	-11	2	17	/	/	/
CSCCNC(C)=O	0.9	-3	-15	-10	2	5	1.1	1.1	-13
Cc1ccc(S(=O)(=O)NCC(=O)N2CCN(c3ccccn3)CC2)cc1	1	-19	5	-12	-4	0	0.9	1	-2
Cc1ccccc1CSc1nc2c(c(=O)[nH]1)CCC2	0.9	/	63*	/	/	/	0.4	0.8	17
CCN(CC)c1ccc(C(=O)Nc2cccc(F)c2)cc1	0.8	-1	7	-12	-5	8	0.9	0.4	64*

Whole records, looked up by structure. Screens in order: PLAP act | Plk1 PBD FP | CYP2C9 inhib | PLK1 kinase inh | EphB4 antag | Rev-RRE block | CYP2C9 act | CYP2C19 act | CYP2C19 inh
CN(C)c1ccc(/C=C2\NC(=S)N(Cc3ccccc3)C2=O)cc1 in the list: 0.9 | -235 | 66* | -52 | 2 | 136*[fluorescence artefact?] | 0.3 | 0.4 | 58*
Cc1ccccc1CSc1nc2c(c(=O)[nH]1)CCC2 in the list: 0.9 | / | 63* | / | / | / | 0.4 | 0.8 | 17

Continuation:
SMILES	PLAP act	Plk1 PBD FP	CYP2C9 inhib	PLK1 kinase inh	EphB4 antag	Rev-RRE block	CYP2C9 act	CYP2C19 act	CYP2C19 inh
OC(Cn1cncn1)c1ccc(Cl)cc1 (stereo unspecified)	0.9	9	58*	-4	1	3	0.4	0	95*
O=C(N/N=C1\CCCc2ccccc21)c1ccc([N+](=O)[O-])cc1	/	20	/	-6	-6	-2	/	/	/
CCC(CC)C(=O)Nc1ccccc1NC(C)=O	0.8	4	10	-12	4	6	0.9	1	2
CSc1nc2c(c(=O)n1-c1ccc(F)cc1)SCC2	/	-13	/	-9	2	8	/	/	/
CCN(Cc1cc2ccc(C)cc2[nH]c1=O)C(=O)c1ccncc1	1.3	14	41	-1	-5	5	0.6	0.3	68*
COc1ccc(C(=O)Nc2ccc3c(c2)OCCO3)cc1	/	9	/	-12	3	7	/	/	/
Cc1nn(Cc2ccccc2)c(C)c1C(=O)OCC(=O)c1cc(C)n(CC(F)(F)F)c1C	1.6	-12	10	-12	6	7	0.9	0.5	53*
c1ccc(-n2cnnc2SCc2cn3ccsc3n2)cc1	1.1	-28	32	-16	4	8	0.7	0.6	41
COCCCn1cc(C(=O)c2cc(OC)ccc2OCC(=O)Nc2cc(C)on2)cc(C#N)c1=O	0.8	7	57*	13	9	9	0.4	0.5	50*
COCCNC(=O)Cn1c(=O)n(Cc2ccco2)c(=O)c2ccccc21	1.3	-16	-3	-11	1	6	1	0.9	13
COC(=O)CSc1nc2cc3c(cc2cc1C)OCCO3	1	12	21	-3	0	10	0.8	0.9	6
O=C(NCc1nc2ccccc2[nH]1)c1ccc(S(=O)(=O)N2CCOCC2)cc1	1.9	-1	31	-2	8	-2	0.7	0.8	20
O=C(ONC1=NCCCCC1)c1c(F)cccc1F	0.9	-22	-9	-7	4	5	1.1	0.1	91*
O=C(CC1(O)C(=O)N(Cc2ccccc2)c2ccccc21)c1ccc2c(c1)OCO2 (stereo unspecified)	0.8	-3	20	-3	-2	5	0.8	0.9	12
Cc1cc2ncn(C(=O)N3CCCCC3)c2cc1C	1	-30	6	-7	-2	2	0.9	0.2	82*
CCOc1ccccc1N(C(=O)CNC(=O)c1ccco1)C(C(=O)NC1CCCC1)c1cccnc1 (stereo unspecified)	1.4	-16	4	-12	-3	-2	1	1.1	-7
CCN1C(=O)/C(=C2\SC(=S)N(CC3CCCO3)C2=O)c2ccccc21 (stereo unspecified)	0.8	-7	8	-12	11	9	0.9	1	-4
O=C(Nc1ccc(S(=O)(=O)Nc2ccccc2)cc1)C1COc2ccccc2O1 (stereo unspecified)	/	11	/	-5	0	19	/	/	/
c1ccc(-n2nnnc2NC2CCCCC2)cc1	1.1	-5	9	-12	4	4	0.9	0.8	20
CCc1cc2c(=O)[nH]cnc2s1	1	-7	-3	-7	1	1	1	1	2
O=c1oc(-c2cccc(Cl)c2)nc2c1cnn2-c1ccccc1	1	15	36	-52	5	12	0.6	0.8	18
CCOC(=O)CN(C)Cc1c[nH]c2ccccc12	1	/	1	/	/	/	1	0.9	9
CCCc1nc(SCC(=O)N2CCc3ccccc32)c2c(C)c(C)sc2n1	0.9	-11	80*	-15	0	15	0.2	0.8	22
CCCCC(=O)OCC(=O)c1[nH]c(C)c(C(=O)OCC)c1C	0.9	-7	83*	-15	-7	1	0.2	1.1	-13
Cc1c(NC(=O)CSc2ccc(Cl)cc2)cccc1-c1nc2ncccc2o1	1	18	92*	-14	2	0	0.1	0.7	28
COc1ccccc1-c1cc(C(=O)N/N=C/c2sccc2C)c2ccccc2n1	1	-32	75*	-3	1	3	0.3	0.6	39
Cc1nc2c(o1)CCc1ccccc1C2N1CCN(C)CC1 (stereo unspecified)	1.6	14	-17	-15	1	2	1.2	1.1	-7
COc1ccc(C)cc1-n1c(-c2ccncc2)n[nH]c1=S	0.9	14	-18	35	-6	4	1.2	0.6	36
CC(=O)Nc1ccc(OC(F)(F)C(F)F)c(NC(C)=O)c1	1	3	-6	-6	-2	3	1.1	1.1	-15
O=C1/C(=C\c2cccnc2)SC(=S)N1C1CCS(=O)(=O)C1 (stereo unspecified)	1.5	-6	41	-13	-5	3	0.6	1.1	-9
C/C(=N/NC(=O)c1cccc(C)c1)c1c(O)cc(C)oc1=O	/	1	/	-11	10	8	/	/	/
COc1ccccc1N1CCN(c2nc(-c3ccccc3)cc(C(F)(F)F)n2)CC1	1	-14	15	11	-8	21	0.9	0.9	6
Cc1ccc(S(=O)(=O)N2CCN(c3nc4ccccc4nc3-n3nc(C)cc3C)CC2)cc1	1.3	8	30	-1	-2	4	0.7	0.8	16
COC(=O)Nc1ccc2ncn(C)c(=O)c2c1	0.8	-4	-4	7	-3	4	1	1.1	-6
CCn1c(=O)cc(SCC(=O)NCc2ccccn2)c2ccccc21	1	-2	-45	-15	-3	7	1.5	1	2
Cn1nc(C(=O)OCC(=O)N2CCc3ccccc32)c2ccccc2c1=O	1.1	-17	7	1	7	6	0.9	0.9	6
O=[N+]([O-])c1ccc(N2CCOCC2)cc1NCc1ccccc1	1	5	33	1	-3	9	0.7	0.6	41
O=C1OC2CCC1(c1ccccc1)C2 (stereo unspecified)	/	2	/	-7	1	5	/	/	/
O=C(NC(=S)NC1CC1)c1cccnc1	1.1	3	1	-3	-3	-2	1	0.9	10
CC(C)(C)c1ccc(OC(=O)Cn2c(C(F)(F)F)nc3ccccc32)cc1	1	29	16	-9	-11	10	0.8	0.9	9
Cn1c(=O)c2c(nc(NC3CCCCC3)n2Cc2ccccc2)n(C)c1=O	/	16	/	-3	-1	-2	/	/	/
Cc1cccc(OCC(=O)N(Cc2cccs2)C2CCS(=O)(=O)C2)c1C (stereo unspecified)	1.3	3	-3	10	6	9	1	0.9	11
CCCc1nc2ccccc2c(=O)n1-c1c(C)n(C)n(-c2ccccc2)c1=O	1	-6	18	-11	4	6	0.8	1.1	-10
Cc1ccccc1OCC(=O)Nc1cccc(NC(=O)c2ccco2)c1	1.1	3	19	-1	-12	11	0.8	0.3	72*
CCOc1nc(-c2ccccc2)ccc1-c1noc(COc2ccccc2)n1	1.1	/	80*	/	/	/	0.2	0.4	60*
CSCCC1NC2(C(=O)Nc3c(C)cc(Cl)cc32)[C@@H]2C(=O)N(C3CCCC3)C(=O)[C@H]12 (stereo partly specified)	1.8	20	60*	-6	-9	-4	0.4	0.5	50
Cc1ccc(Cn2nnnc2CN2CCC(O)(c3ccc(F)cc3)CC2)cc1	1.5	-1	37	-1	-6	5	0.6	0.7	34
COc1ccccc1-c1nnc(SCC(=O)OC(C)C)o1	1	-8	-34	-9	0	0	1.3	0.4	59*
CCC(=O)c1cc2c(cc1NC(=O)c1ccccc1)OCCO2	0.9	-24	36	-31	-2	8	0.6	0.9	11
Cc1onc(-c2ccccc2Cl)c1C(=O)NCc1ccco1	1.4	22	31	-10	-1	12	0.7	0.5	51*
O=C(NCc1ccccc1)Oc1cccc(Cl)c1	/	7	/	-8	-3	1	/	/	/
O=C(CSc1nnc2ccccn12)NCCN1C(=O)CSC1=O	1.5	-7	-21	-12	-1	10	1.2	1.1	-13
CCCCCCC(=O)N1CCC(c2nc3c(nnn3Cc3ccccc3Cl)c(=O)[nH]2)CC1	1.6	9	93*	-3	2	4	0.1	0.8	15
CC(C)CCNC(=O)NC(=O)COC(=O)c1cc(S(=O)(=O)N2CCOCC2)ccc1N1CCCCC1	1.1	16	9	-28	8	2	0.9	0.9	10
COc1cc(C(=O)OCC(=O)Nc2ccc(F)cc2F)cc(OC)c1OC	0.9	3	33	-14	1	-1	0.7	0.4	65*
Cc1ccc2c(c1)-c1c(cnn1CC(=O)N(Cc1ccco1)C1CCCCC1)CO2	1.4	-4	34	-5	-3	3	0.7	0.7	34
CCCS(=O)(=O)N1CCC(C(=O)NCc2cccnc2)CC1	1	8	1	-1	-4	6	1	1	-4
CCOc1ccc(CNn2nnnc2N)cc1	0.8	-19	2	16	-2	3	1	1	4
COc1cccc(OC)c1OCCNCCO	1.3	/	-21	/	/	/	1.2	1.1	-13
